M1 ag – human M1 muscarinic receptor agonists, primary screen, Fluo-8 calcium fluorescence, CHO-K1 cells, HTS. Muscarinic acetylcholine receptor M1 (Homo sapiens), P11229. CHO-K1 hM1, agonist mode; 0% DMSO, 100% acetylcholine EC100. activation, % at 3 µM. 360,000 tested, 0.33% active;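 active = activation above the run's mean compound activation plus 3 SD, cut at about 16% in these data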;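 also: peak over basal fluorescence ratio within a 140 s kinetic read after compound addition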
Target sequence (P11229 whole entry, looked up): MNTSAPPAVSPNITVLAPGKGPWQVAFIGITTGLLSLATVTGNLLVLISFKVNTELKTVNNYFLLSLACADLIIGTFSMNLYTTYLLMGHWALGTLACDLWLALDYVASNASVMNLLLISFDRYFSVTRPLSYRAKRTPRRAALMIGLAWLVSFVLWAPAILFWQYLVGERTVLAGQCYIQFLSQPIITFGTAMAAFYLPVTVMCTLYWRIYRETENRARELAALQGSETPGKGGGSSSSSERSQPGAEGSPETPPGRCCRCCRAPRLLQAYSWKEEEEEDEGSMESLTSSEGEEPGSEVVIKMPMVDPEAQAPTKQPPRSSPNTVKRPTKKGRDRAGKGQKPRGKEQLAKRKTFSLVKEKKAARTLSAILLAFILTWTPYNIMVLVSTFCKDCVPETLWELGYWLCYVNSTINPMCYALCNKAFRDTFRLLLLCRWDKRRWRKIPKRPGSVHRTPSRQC
CHRM5 antagonist – human M5 muscarinic receptor antagonists, primary screen, CHO cells, Fluo-8 calcium fluorescence; Muscarinic acetylcholine receptor M5 (Homo sapiens), P08912; CHO-hM5 cells, ACh EC80; inhibition, % at 3 µM; 360,000 tested, 0.59% active;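 active = inhibition above a per-plate cutoff, the mean of that plate's test compounds plus 3 SD, cut at about 27% in these data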;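 also: 0% = acetylcholine EC80 with DMSO and 100% = DMSO without agonist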
Target sequence (P08912 whole entry, looked up): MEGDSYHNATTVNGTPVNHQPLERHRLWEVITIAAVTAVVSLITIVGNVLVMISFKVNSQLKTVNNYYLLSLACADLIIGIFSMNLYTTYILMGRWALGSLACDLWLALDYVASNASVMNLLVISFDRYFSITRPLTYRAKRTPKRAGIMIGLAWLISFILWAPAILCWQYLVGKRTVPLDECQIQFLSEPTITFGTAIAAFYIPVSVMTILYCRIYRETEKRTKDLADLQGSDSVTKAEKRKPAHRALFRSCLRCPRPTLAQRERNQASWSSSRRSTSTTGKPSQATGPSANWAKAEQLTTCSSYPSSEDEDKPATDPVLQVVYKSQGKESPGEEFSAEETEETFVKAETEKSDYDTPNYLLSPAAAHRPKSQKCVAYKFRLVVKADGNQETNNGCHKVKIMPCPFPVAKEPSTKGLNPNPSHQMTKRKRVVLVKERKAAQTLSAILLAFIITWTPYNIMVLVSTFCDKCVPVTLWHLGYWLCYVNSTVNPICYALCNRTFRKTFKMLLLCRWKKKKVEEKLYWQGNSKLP
M1 PAM – human M1 muscarinic receptor positive allosteric modulators, primary screen, CHO-K1 cells, Fluo-8 calcium fluorescence, 1536-well | Muscarinic acetylcholine receptor M1 (Homo sapiens), P11229 | CHO-K1 hM1, ACh EC20; 0% = ACh EC20, 100% = maximal ACh | activation, % at 3 µM | 360,000 tested, 0.088% active | AID 588819, 2011; in the data active = activation above about 19%, passing the limit was not always enough
TAAR1 ag – human TAAR1 agonists, primary screen, Fluo-8 calcium fluorescence, CHO RD-HGA16 cells. Trace amine-associated receptor 1 (Homo sapiens), Q96RJ0. vehicle wells 0%, saturating PEA agonist 100%. activation, % at 3 µM. 360,000 tested, 0.99% active. AID 624467, 2012;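 active = activation above the mean activation of all test compounds in the run plus 3 SD, cut at about 38% in these data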
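Test system: RD-HGA16 (CHO) cells co-expressing Gα16 and hTAAR1 | Doses: Single dose, 3 µM | Schedule: 17-24 h seeding, 75 min 37 °C dye, 30 min RT | Evaluation: % activation from peak over basal fluorescence ratio, DMSO-to-PEA scaled | Technique: Kinetic Fluo-8 calcium fluorescence | Benchmarks: Low control DMSO, high control PEA (EC100)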
CHRM5 agonist – human M5 muscarinic receptor agonists, primary screen, CHO-K1 cells, Fluo-8 calcium fluorescence; activation, % at 3 µM; Muscarinic acetylcholine receptor M5 (Homo sapiens), P08912; AID 624037, 2012; 360,000 tested, 0.19% active; CHO-K1 hM5 cells; 0% DMSO wells, 100% maximal acetylcholine response;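 active = activation above the run's mean over test compounds plus 3 SD, cut at about 23% in these data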;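 also: signal is peak over basal fluorescence ratio across the kinetic read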
M5 PAM – human M5 muscarinic receptor positive allosteric modulators, primary screen, CHO-K1 cells, Fluo-8 calcium fluorescence; Muscarinic acetylcholine receptor M5 (Homo sapiens), P08912; CHO-K1 hM5, ACh EC20 PAM; 0% = ACh EC20, 100% = ACh EC100; activation, % at 3 µM; 360,000 tested, 0.3% active;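 active = activation above the run cutoff, the mean activation of all test compounds plus 3 SD, cut at about 18% in these data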
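system = human M5 receptor in CHO-K1 cells | reagent = EC20 acetylcholine as agonist stimulus | compound dosing = single-point, 3 µM nominal | incubation = Fluo-8 loading 80 min at 37 °C plus 30 min room temperature | detection = Fluo-8 calcium dye fluorescence, kinetic read | benchmarks = low control EC20 acetylcholine (0%), high control EC100 acetylcholine (100%)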
CHRM4 antagonist – human M4 muscarinic receptor antagonists, primary screen, CHO cells, Fluo-8 calcium fluorescence | CHO-hM4 cells, ACh EC80 | inhibition, % at 3 µM | 360,000 tested, 0.73% active | AID 624125, 2012;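 active = inhibition above its plate's cutoff, the mean inhibition of sample wells plus 3 SD, cut at about 27% in these data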;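 also: 0% = acetylcholine EC80 with DMSO and 100% = DMSO without agonist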
CHRM1 antagonist – human M1 muscarinic receptor antagonists, primary screen, CHO-K1 cells, Fluo-8 calcium fluorescence, 1536-well; Muscarinic acetylcholine receptor M1 (Homo sapiens), P11229; CHO-K1 hM1, ACh EC80 antagonist; inhibition, % at 3 µM; 360,000 tested, 1.3% active; AID 588852, 2011;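 active = percent inhibition above its own plate's cutoff, namely the mean of that plate's compound wells plus 3 SD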;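 also: peak over basal fluorescence ratio during 140 s after agonist addition; 0% = ACh EC80 plus DMSO and 100% = DMSO alone without agonist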
CHRM4 agonist – human M4 muscarinic receptor agonists, primary screen, CHO-K1 cells, Fluo-8 calcium fluorescence; Muscarinic acetylcholine receptor M4 (Homo sapiens), P08173; CHO-K1 hM4/Gqi5; vehicle 0%, full acetylcholine response 100%; activation, % at 3 µM; 360,000 tested, 0.14% active; AID 624127, 2012;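 active = activation above the run mean over all test wells plus 3 SD, cut at about 32% in these data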;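 also: peak over basal fluorescence ratio per well then scaled between controls; 0% = DMSO wells and 100% = acetylcholine at EC100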
* = called active by the depositor; · = no result given. Some of the compounds tested, so the mix of outcomes need not match the whole.

item	Compound	TAAR1 ag	CHRM4 agonist	CHRM5 agonist	M1 ag	M1 PAM	CHRM1 antagonist	CHRM5 antagonist	M5 PAM	CHRM4 antagonist
1	CC(C)Cc1cc(C(=O)NCCc2ccccc2)no1	-2	0	-3	-11	8	-10	4	-2	101*
2	CCOC(=O)C1(CCOC)CCN(C(=O)Cc2ccc3ccccc3c2)CC1	2	4	3	-4	2	-4	-1	-3	5
3	Cc1cccn2c(=O)c3cc(C(=O)NCCc4ccccc4)c(=N)n(CC4CCCO4)c3nc12 (stereo not drawn)	-4	1	-6	-11	3	-6	1	1	-10
4	Cc1ccc(NC(=O)Cn2c(=S)[nH]c3ccccc32)cc1	6	0	0	-9	8	-7	-16	11	-3
5	Cc1ccc(-n2c(SCC(=O)c3c(N)n(C4CC4)c(=O)[nH]c3=O)nnc2N2CCOCC2)cc1	3	1	2	-2	5	-6	0	6	-5
6	Cc1cccnc1C(NC(=O)C1CCN(CCOc2ccc(F)cc2)CC1)c1ccc(F)cc1 (stereo not drawn)	4	4	-2	-6	11	-9	-10	-2	-9
7	Cc1cccc(NC(=S)NC2CC3CCC(C2)N3Cc2ccco2)c1C (stereo not drawn)	1	2	-2	-1	9	-8	0	5	-1
8	COCC1CCCCN1Cc1cn[nH]c1-c1ccc2cc(OC)ccc2c1 (stereo not drawn)	-1	1	-4	-12	11	-10	-4	4	3
9	ON=C(c1ccccc1)c1ccc2c3c(cccc13)CC2	-1	-1	-3	-6	-7	15	-2	-6	-4
10	NC(=O)C1CCN(C(=O)c2ccccc2SCC(=O)NCC2CCCCC2)CC1	0	0	1	-2	3	3	7	1	6
11	CCOC(=O)N1CCC(N2C(=O)c3ccccc3C2Nc2c(C)cccc2C)CC1 (stereo not drawn)	-1	0	2	-2	5	-12	2	-6	-13
12	NC(=S)NNc1ccnc2cc(Cl)ccc12	1	0	1	-3	3	-2	12	1	7
13	O=C(Cc1cccs1)NC1CCCC1	4	1	-4	-5	-11	12	-6	-2	-2
14	O=S(=O)(c1ccccc1F)N1CCN(C(=S)NCc2ccccc2)CC1	6	2	-3	-8	4	-4	11	-5	6
15	O=C(c1ccc(COc2ccc3c(c2)CCC3)o1)N1CCN(c2ccccc2)CC1	6	5	-1	-3	1	-1	9	-12	-10

More entries
item	Compound	TAAR1 ag	CHRM4 agonist	CHRM5 agonist	M1 ag	M1 PAM	CHRM1 antagonist	CHRM5 antagonist	M5 PAM	CHRM4 antagonist
16	COc1ccc(CN2C(=O)c3ccccc3C2c2nnnn2C(C)C)cc1OC (stereo not drawn)	2	1	-1	·	·	·	-1	-2	-18
17	S=C(NN=C1CCN(Cc2ccccc2)CC1)NC1CCCCC1	2	1	-3	-8	3	-2	4	5	6
18	COC(=O)c1cc(NC(=O)Cc2ccc(OC)cc2)cc(C(=O)OC)c1	3	2	4	-2	5	-2	0	12	-1
19	O=C(Nc1ccccc1)c1cc(C2CCCCN2S(=O)(=O)c2ccc(F)cc2F)on1 (stereo not drawn)	0	0	-2	0	5	0	0	0	-10
20	O=C(CN1CCOCC1)Nc1ccccc1Cl	0	0	3	-4	0	2	-2	5	7
21	COc1cccc(NS(=O)(=O)c2cc3c(cc2C)N(C)CCO3)c1	4	3	7	4	7	-8	2	5	-8
22	COc1cc(/C=C/C(=O)c2c(O)cc(C)oc2=O)cc(OC)c1O	4	1	4	2	7	10	-2	-2	22
23	COc1ccc(C2C(C)C3(O)CC(C#N)(C(=O)N3)C2(C#N)C#N)cc1 (stereo not drawn)	12	0	6	-1	9	-2	-5	17	15
24	CCOC(=O)Cn1c(=O)c2c(nc3n2CCCCN3c2ccc(OCC)cc2)n(C)c1=O	1	0	2	-2	8	-3	5	1	6
25	O=C(CN1CC(=O)Oc2ccccc21)OCC(=O)c1ccc(Br)cc1	4	0	-6	-3	6	-8	-3	-7	2
26	CCN1C(=O)c2cccc3c(NC(=O)C(C)(C)C)ccc1c23	17	0	-2	-3	0	1	2	0	-1
27	OC(c1cccc(Cl)c1)c1nc(-c2ccccc2)cs1 (stereo not drawn)	2	1	1	-2	0	-6	1	1	0
28	CC1=CC(C)(C)N(C(=O)CN2C(=O)CCC2=O)c2ccccc21	5	1	2	-3	8	-8	5	2	4
29	O=C(NCc1ccc(F)cc1)c1cc2c(s1)CS(=O)(=O)C2	1	1	-3	-2	5	-5	12	-4	-6
30	N=C1C(c2ccccc2)=C(O)CN1c1ccc2c(c1)OCO2	6	1	2	-10	10	-7	0	-2	2

Later entries
item	Compound	TAAR1 ag	CHRM4 agonist	CHRM5 agonist	M1 ag	M1 PAM	CHRM1 antagonist	CHRM5 antagonist	M5 PAM	CHRM4 antagonist
31	CN1c2ccccc2SC2C(c3ccccc3)=NOC21 (stereo not drawn)	-3	0	1	-5	4	-4	-4	4	-2
32	O=C(NCc1ccc2c(c1)OCO2)C1CCC(CNS(=O)(=O)c2ccc(Cl)cc2)CC1 (stereo not drawn)	9	4	2	-2	1	-2	-8	3	-3
33	O=C(CBr)Nc1c2c(nn1-c1ccccc1)CSC2	0	1	-1	0	17	-10	-10	7	-4
34	COc1cc(C(=O)NC2CC3CCCC(C2)N3C2CC2)cc(OC)c1OC (stereo not drawn)	5	1	-2	-4	7	-2	-3	-5	2
35	Cc1cccc(Nc2nc(N)c([N+](=O)[O-])c(N3CCC(C)CC3)n2)c1	7	-3	2	-4	9	-7	0	1	2
36	CCn1c(SCC(=O)c2ccc(O)c(O)c2)nnc1-c1ccc(C)cc1	5	0	0	-1	0	2	-7	4	6
37	C=CCN=C(NC#N)SCc1ccccc1Cl	12	1	-5	-7	-7	6	-1	-2	1
38	N#Cc1ccc(/C=C2\CCn3c2nc2cc(C(=O)O)ccc2c3=O)cc1	-2	1	-1	-2	3	11	5	1	-8
39	Cc1ccc(OCC(O)CN2CCN(CC(O)COC(C)C)CC2)c(C(C)(C)C)c1 (stereo not drawn)	2	4	-2	-6	14	-14	-4	0	-10
40	CN(CC(=O)Nc1ccccc1Cl)C(=O)Cn1cc(C(F)(F)F)cc(Cl)c1=O	0	1	0	-1	8	-12	-2	-1	-2
41	Cc1cccc(C)c1NC(=O)CSc1nc(C2CC2)nc2ccccc12	-2	1	-1	-4	5	-4	-3	3	1
42	CC/C(=N\NC(=O)c1cc(C2CC2)[nH]n1)c1ccccc1	1	2	-4	-3	-2	6	0	7	3
43	CCCCOC(=O)C1=C(C)Nc2ncnn2C1c1ccc(OC)c(OC)c1OC (stereo not drawn)	3	-1	-2	-7	11	-8	6	-2	3
44	Cc1ccc(-c2cc(C(F)F)n3ncc(C(=O)Nc4c(C)nn(Cc5ccccc5Cl)c4C)c3n2)cc1	7	0	-7	-2	-4	6	-6	9	3
45	CCC(CC)c1nnc(NC(=O)c2ccc(N3CCCCC3)c([N+](=O)[O-])c2)s1	-2	2	-4	-4	-6	2	4	-4	2

Further structures
item	Compound	TAAR1 ag	CHRM4 agonist	CHRM5 agonist	M1 ag	M1 PAM	CHRM1 antagonist	CHRM5 antagonist	M5 PAM	CHRM4 antagonist
46	O=C(Cc1c(F)cccc1Cl)OCC(=O)c1ccc[nH]1	0	1	-3	-1	-2	-3	10	4	6
47	CC(C)=CCC/C(C)=C/CNC(=O)C[C@H]1C[C@H](C(=O)N2CCCCC2)[C@@]2(CCc3ccccc3)c3[nH]c4cc(-c5ccco5)ccc4c3CCN2C1=O	·	0	0	-3	2	-9	2	3	-2
48	COCCNC(=O)Cn1c(=O)n(CCCC(=O)NCc2ccc3c(c2)OCO3)c(=O)c2sccc21	-1	1	0	-2	1	-5	4	2	-10
49	Cc1cc(C)cc(N(C(=O)c2csnn2)C(C(=O)NC2CCCC2)c2cccnc2)c1 (stereo not drawn)	6	1	0	-6	1	3	4	-5	-3
50	COc1cc2c(cc1OC)CN(CC(=O)Nc1ccc(C#N)cc1)CC2	20	1	-1	-1	6	-7	-3	0	2
51	O=C(COc1ccc(NC(=O)c2ccccc2)cc1)c1ccccc1	3	13	-1	0	6	-7	0	-3	-7
52	COc1cc(CN2CCNC(=O)C2CC(=O)N2CCCO2)cc(OC)c1 (stereo not drawn)	8	1	-1	-6	5	3	1	2	2
53	O=C(CCCCCBr)N1CCC(CC2CC(c3ccc(Cl)cc3)=NO2)(C(=O)NCC2CCCCC2)CC1 (stereo not drawn)	2	0	-6	-10	0	6	14	0	7
54	Cc1ccc(-n2c(Cl)c(Cl)[nH]c(=O)c2=O)cc1	2	0	-1	-3	3	3	-2	1	0
55	Cc1c(-c2cc(C(=O)O)c3ccccc3n2)cnn1C	1	0	2	-3	6	-10	-1	4	7
56	CNC(=O)c1c(NC(=O)c2nc3ccccc3s2)sc2c1CCC2	·	4	-1	0	20	-31	-7	-2	-20

Compound profiles, as listed above. Values in the order: TAAR1 ag	CHRM4 agonist	CHRM5 agonist	M1 ag	M1 PAM	CHRM1 antagonist	CHRM5 antagonist	M5 PAM	CHRM4 antagonist
Listed for `COc1cc(CN2CCNC(=O)C2CC(=O)N2CCCO2)cc(OC)c1` (stereo not drawn) → 8	1	-1	-6	5	3	1	2	2
Listed for `O=C(CCCCCBr)N1CCC(CC2CC(c3ccc(Cl)cc3)=NO2)(C(=O)NCC2CCCCC2)CC1` (stereo not drawn) → 2	0	-6	-10	0	6	14	0	7

Screening data as filed in PubChem.
